BRCT PPI green = inhibitors of human BRCA1 BRCT-phosphoprotein interaction (green fluorophore); BRCA1 BRCT-phosphopeptide binding, green fluorescence polarization; actives 0.05% (n = 75,000); Potency, µM (titrated, usually from 76.9 µM), inactives show top-dose activity change, negative = inhibition, most hits filed as inhibitors;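 note: potency is the fitted concentration of half-maximal effect; plate controls were peptide without protein for full effect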
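Fluorescence polarization: His-tagged BRCT (~35 kDa BRCA1 C-terminus, 250 nM) bound to 100 nM fluorescein-labeled phosphorylated 10-aa BACH1 peptide, pH 7.3 phosphate buffer with DTT and Tween 20. Compounds incubated 12 min at room temperature; inhibition read as lowered polarization.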
Tau filament bind = binds recombinant human tau filaments; recombinant tau filaments, thioflavin S fluorescence, 15 h; filaments grown with octadecylsulfate alongside compound; Potency, µM (titrated, usually from 57.1 µM), inactives show at the highest dose activity change, negative = inhibition; actives 2% (n = 71,000);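 note: potency is the fitted concentration of half-maximal effect; % is set by controls: 0 for no effect and ±100 for the full control effect; actives lower thioflavin S fluorescence by blocking filaments or displacing dye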
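Assay mix: 1 uM His-tagged tau, 30 uM sodium octadecylsulfate, thioflavine S dye in HEPES/NaCl/DTT buffer. Compound is added prior to the inducer. Fluorescence after 15 h at 37 C.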
15-hLO inh = blocks human 15-lipoxygenase activity; Potency, µM (highest dose often 57.1 µM), for the others: at the top dose activity change, negative = inhibition, usual class: inhibitors; purified 15hLO-1, xylenol orange hydroperoxide absorbance; actives 1.4% (n = 74,000); P16050; AID 887; note: potency is the fitted concentration of half-maximal effect; % is set by controls: 0 for no effect and ±100 for the full control effect; nearly all actives have a fitted effect of over 55% in size
Target sequence (P16050 whole entry, looked up): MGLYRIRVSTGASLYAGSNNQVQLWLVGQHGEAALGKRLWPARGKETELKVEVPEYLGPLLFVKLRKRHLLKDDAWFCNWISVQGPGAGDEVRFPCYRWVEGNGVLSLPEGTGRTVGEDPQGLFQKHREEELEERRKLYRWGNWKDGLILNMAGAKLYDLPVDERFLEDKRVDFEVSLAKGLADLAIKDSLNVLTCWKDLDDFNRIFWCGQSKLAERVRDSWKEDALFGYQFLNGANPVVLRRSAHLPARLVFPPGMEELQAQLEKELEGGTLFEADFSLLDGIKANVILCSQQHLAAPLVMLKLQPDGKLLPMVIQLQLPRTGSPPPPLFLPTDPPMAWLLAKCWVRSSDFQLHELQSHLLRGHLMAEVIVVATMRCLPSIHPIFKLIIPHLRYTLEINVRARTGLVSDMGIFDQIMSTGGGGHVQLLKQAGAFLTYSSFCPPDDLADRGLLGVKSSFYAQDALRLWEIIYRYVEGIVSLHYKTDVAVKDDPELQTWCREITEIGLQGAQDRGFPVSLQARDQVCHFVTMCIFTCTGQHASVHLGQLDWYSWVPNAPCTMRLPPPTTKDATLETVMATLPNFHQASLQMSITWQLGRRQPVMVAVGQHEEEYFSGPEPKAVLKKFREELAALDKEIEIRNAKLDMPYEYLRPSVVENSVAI
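Readout: Fe(III)-xylenol orange absorbance, 573-to-405 nm ratio as reaction progress. Enzyme 40 nM purified human 15hLO-1, substrate 50 uM arachidonic acid, 6 min RT after 15 min compound preincubation; Hepes pH 7.5 buffer with Triton X-100.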
Casp1 inh = caspase-1 (human) inhibition, allosteric or competitive; AID 900; Potency, µM (series often up to 57.5 µM), without a hit: top-dose activity change, negative = inhibition, hits mostly inhibitors; Caspase-1 enzyme, Ac-WEHD-AFC fluorogenic rate; actives 0.03% (n = 75,000);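 note: potency is the fitted concentration of half-maximal effect; plate controls were vehicle for no effect and no substrate for full effect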
USP2a inh = blocks human ubiquitin-specific protease USP2a | O75604 | AID 927 | USP2a enzymatic assay, qHTS inhibition | actives 0.1% (n = 60,000) | Potency, µM (series often up to 38.3 µM), inactives show top-dose activity change, negative = inhibition, most hits filed as inhibitors;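 note: potency is the fitted concentration of half-maximal effect; nearly all actives have a fitted effect of over 60% in size; plate controls were DMSO for no effect and NEM full inhibition control for full effect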
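20 nM USP2 core + cpd, 30 min RT; add 20 nM Ub-PLA2/20 uM NBD C6-HPC; read Ex460/Em535 at 0 h and 2.5 h. Normalized to NEM; qHTS curve fit/classification.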
BRCT PPI red = disrupts BRCA1 BRCT binding to phosphoprotein, red fluorophore readout. P38398. BRCT-phosphopeptide binding, red fluorescence polarization. Potency, µM (titrated, usually from 76.9 µM), for the others: at the highest dose activity change, negative = inhibition, actives largely listed as inhibitors. actives 0.03% (n = 75,000). AID 892; note: % is set by controls: 0 for no effect and ±100 for the full control effect
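Fluorescence polarization: 100 nM His-tagged BRCA1 BRCT with 100 nM TAMRA-labelled phospho-BACH1 decapeptide, phosphate buffer pH 7.3 with 150 mM NaCl, DTT, 0.01% Tween 20; 12 min RT. Binding inhibition seen as FP decrease.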
DNA Pol III inh = inhibitors of bacterial DNA polymerase III holoenzyme; reconstituted DNA polymerase III holoenzyme replication, biochemical; actives 0.25% (n = 71,000); Potency, µM (highest dose often 57.1 µM), for inactives: at the top dose activity change, negative = inhibition; note: potency is the fitted concentration of half-maximal effect; % is set by controls: 0 for no effect and ±100 for the full control effect
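Reconstituted *E. coli* holoenzyme (0.35 nM Pol III, 1 nM beta, 154 nM SSB, 2 nM primase) was preincubated with compound for 15 min at RT. Synthesis on 1.4 nM ssM13Gori ran 35 min, then was stopped with PicoGreen/EDTA and read as dsDNA fluorescence.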
Casp7 inh = blocks human caspase-7 allosterically or competitively | AID 889 | actives 0.02% (n = 75,000) | Potency, µM (top dose mostly 57.5 µM), for inactives: at the highest dose activity change, negative = inhibition, most hits filed as inhibitors | P55210 | recombinant caspase-7, Ac-DEVD-AFC fluorescence rate; active = well fitted inhibition curve with a large enough effect in the main read-out, with a control signal flat, not every such curve was filed as active; inconclusive = small, poorly fitted or top-dose-only effect, or a change in a side signal; note: potency is the fitted concentration of half-maximal effect; % of control where 0% means no effect
Target sequence (P55210 24-198 limits assumed): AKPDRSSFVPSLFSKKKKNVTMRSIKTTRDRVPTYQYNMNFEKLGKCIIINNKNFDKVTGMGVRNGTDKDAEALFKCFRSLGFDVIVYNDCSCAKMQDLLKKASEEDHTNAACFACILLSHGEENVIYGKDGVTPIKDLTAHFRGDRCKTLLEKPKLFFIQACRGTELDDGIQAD
Target sequence (P55210 207-303 limits assumed): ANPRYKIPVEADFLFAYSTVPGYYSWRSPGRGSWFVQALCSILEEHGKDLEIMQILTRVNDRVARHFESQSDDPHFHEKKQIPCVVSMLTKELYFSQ
HADH2 inh = blocks human hydroxyacyl-CoA dehydrogenase type II | Q99714 | recombinant HADH2, NADH fluorescence, beta-hydroxybutyryl-CoA | Potency, µM (series often up to 57.1 µM), inactives show top-dose activity change, negative = inhibition, hits mostly inhibitors | actives 3.4% (n = 73,000) | AID 886; note: potency is the fitted concentration of half-maximal effect; % is set by controls: 0 for no effect and ±100 for the full control effect; nearly all actives have a fitted effect of over 60% in size; many of its hits are not listed in these tables
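Read-out: 360 nm excitation, 450 nm emission, kinetic over 4 min. Conditions: His-tagged human HADH2 20 nM, pH 9.0 Tris with Tween-20, 1 mM NAD+, 90 uM beta-hydroxybutyryl-CoA.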
HEK293 cAMP ctrl = counter-screen for TSHR agonists: cAMP increase in parental HEK293; Potency, µM (titrated, usually from 57.1 µM), for the others: at the highest dose activation, actives largely listed as activators; AID 938; actives 2.5% (n = 73,000); parental HEK293 CNG cAMP sensor, membrane potential fluorescence; note: potency is the fitted concentration of half-maximal effect; % of control where 0% means no effect; nearly all actives have a fitted effect of over 55% in size
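Parental HEK 293 cells stably expressing a modified CNG channel (no TSHR) report cAMP rise as membrane depolarization. Membrane potential dye with 100 uM RO 20-1724 was loaded for 60 min at room temperature, then compound added for 30 min; fluorescence read at 590 nm.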
Rhodamine fluor = compound autofluorescence in rhodamine spectral region; Rhodamine-region fluorescence, 547/598 nm, Tris buffer; stronger effect = higher value; actives 0.05% (n = 59,000); AID 594; max dye-equivalent concentration, M; in the data active = max dye-equivalent concentration above about 11 nM; inconclusive = between about 1.1 nM and that limit
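Compounds in 100 mM Tris buffer, pH 8.0, were incubated 15 min at room temperature, then read at 547 nm excitation and 598 nm emission. Fluorescence was normalized against a per-plate six-point rhodamine standard curve as dye-equivalent concentration.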
* hit, by the source's call; i = inactive; ? = inconclusive; nt = no result given; [ ] = another dose, or the depositor's remark. Unless noted, calls come from the whole dose curve; as a rule, active = well fitted curve in the direction sought with a large enough effect; inconclusive = small, poorly fitted or top-dose-only effect, or another doubt; inactive = no such curve, though single readings can be large; an effect the other way counts as inactive or inconclusive.

The line under a structure holds: BRCT PPI green	HEK293 cAMP ctrl	DNA Pol III inh	Casp7 inh	Rhodamine fluor	15-hLO inh	USP2a inh	Casp1 inh	Tau filament bind	BRCT PPI red	HADH2 inh
> COC(=O)CC1C(C)(C)C(=O)C2CC3=C4CC(=O)OC(c5ccoc5)[C@]4(C)CCC3[C@@]1(C)C2=O (stereo partly drawn)
    -0.6%[3.08 µM]	nt	nt	3%	nt	6%	38%[activator]	-1%	nt	-0.5%	nt
> CCn1ncc2c1C(=O)NC1c3ccccc3C(=O)N21 (stereo not drawn)
    -1.4%	-2%	?	-3%	i	-5%	1%	-6%	-8%	-0.7%	11%
> COc1ccccc1NC(=O)CN1CCN(C2c3ccccc3-c3ccccc32)CC1
    -0.4%	?	1%	-16%	i	-14%	?	-3%	62%	-1.1%	-3%
> O=C(NCCCN1CCCC1=O)NC12CC3CC(CC(C3)C1)C2
    -1.5%	2%	7%	-1%	i	10%	3%	1%	5%	0.6%	4%
> CCOc1ccc(-c2nn3c(-c4ccc(F)cc4)nnc3s2)cc1
    -0.8%	24%	-3%	-2%	i	-3%	9%	-1%	24%	-0.1%	?
> CCOC(=O)c1oc2ccccc2c1NC(=O)Cc1cccs1
    -1.1%	23%	-2%	-2%	i	1%	9%	-2%	28%	1.4%	2%
> CCN1C(=O)CSc2ccc(C(=O)NCc3ccco3)cc21
    -0.2%	10%	-1%	-1%	i	1%	-2%	-3%	9%	-0.8%	0%
> COc1ccc(NC(=O)c2sc(SC)nc2N)cc1
    0.1%	-2%	-3%	0%	i	6%	48%[activator]	-1%	0%	2.1%	-10%
> O=S(=O)(c1ccc(NC2CCCc3ccccc32)nc1)N1CCOCC1 (stereo not drawn)
    -0.1%	20%	-5%	-2%	i	-10%	31%[activator]	0%	-1%	-0.4%	5%
> Cc1c(Cl)cccc1NC(=O)CCCCCN1C(=O)CCC1=O
    -4.1%	6%	-4%	-1%	i	-4%	-4%	0%	-5%	-0.1%	-11%
> CC(=O)Nc1cccc(OCC(=O)Nc2ccccc2)c1
    -0.7%	3%	-4%	0%	i	-1%	1%	-9%	15%	0.5%	-9%
> CC1CC(C)CN(CCCNC(=O)Cc2c(C(=O)O)[nH]c3ccccc23)C1 (stereo not drawn)
    -2.0%	3%	1%	0%	i	-5%	4%	-1%	4%	2.6%	-4%
> COC(=O)C1(C)NC(c2ccco2)C2C(=O)N(c3ccc(C)cc3)C(=O)C21 (stereo not drawn)
    0.1%	3%	1%	0%	i	7%	5%	0%	9%	1.4%	-1%
> Cc1cc(S(=O)(=O)N2CCN(c3ncccn3)CC2)ccc1-n1cnnn1
    3.3%	-2%	0%	5%	i	-2%	-2%	3%	-6%	-0.1%	13%
> CCCCc1cc(=O)oc2cc(C)cc(OC(C)C(=O)O)c12 (stereo not drawn)
    -0.6%	-4%	-6%	0%	i	-2%	0%	-3%	0%	0.0%	32µM*
> CC(C)C(=O)Nc1cccc(NC(=O)c2cc3ccccc3o2)c1
    0.5%	18%	-9%	-2%	i	-5%	12%	0%	10%	-3.6%	21%
> O=C(Nc1ccc2nc(-c3cccs3)[nH]c2c1)c1ccco1
    -1.2%	10%	-8%	-1%	i	-4%	9%	-1%	-6%	0.2%	15%
> Cc1cc(=O)[nH]c(SCC(=O)Nc2nnc(CC(C)C)s2)n1
    4.0%	22%	-4%	-3%	i	11%	-6%	-2%	-2%	0.4%	-6%
> CCOC(=O)Cc1c(C)c2c(C)[nH]nc2oc1=O
    -1.9%	-1%	-6%	-5%	i	21%	-20%	-4%	-8%	1.5%	-1%
> COc1ccc(C(C(=O)NC2CCCC2)N(CCN(C)C)C(=O)c2snc(C(N)=O)c2N)cc1 (stereo not drawn)
    -2.0%	19%	-4%	-1%	i	14%	nt	-5%	5%	1.6%	3%
> CCOC(=O)c1ccc(N2C(=O)c3n[nH]c(C)c3C2c2ccc(OC)c(OC)c2)cc1 (stereo not drawn)
    0.9%	?	2%	-7%	i	-4%	36%[activator]	-7%	23%	-0.1%	-2%
> O=C(Nc1c(C(=O)NCc2ccco2)cnn1-c1ccccc1)c1ccc(F)cc1
    1.2%	8%	-10%	-2%	nt	1%	4%	-2%	6%	0.4%	3%
> COC(=O)CNC(=O)C1(C)C=CCN1C(=O)c1ccccc1 (stereo not drawn)
    -2.6%	7%	1%	1%	nt	7%	nt	2%	2%	0.8%	4%
> CCOc1ccc2nc(NC(=O)C3CCN(c4cnccn4)CC3)sc2c1
    0.5%	1%	-3%	2%	i	-9%	nt	-3%	7%	-2.5%	34%[activator]
> Cc1noc(C)c1COc1cccc(C(=O)Nc2ccc(C#N)cc2)c1
    -3.5%	25%	3%	-2%	i	?	26%	-2%	8%	-0.1%	9%
> COc1ccc(N(CC(=O)N2CCc3ccccc32)S(=O)(=O)c2c(C)noc2C)cc1
    -2.8%	23%	2%	1%	i	3%	27%	2%	16%	-1.1%	-7%
> O=S(=O)(c1ccc(Br)s1)n1cccn1
    0.6%	13%	-5%	-2%	i	5%	8%	0%	0%	-0.3%	-4%
> COc1ccc(OC)c2[nH]c(=O)c(CCNC(=O)c3ccc(S(=O)(=O)N4CCCC4)cc3)cc12
    -1.0%	0%	-8%	-1%	i	-7%	18%	-2%	4%	-0.4%	3%
> Cc1nn(-c2ccc(Cl)cc2)c2sc(C(=O)N3CCN(c4ccccn4)CC3)cc12
    0.0%	4%	-6%	0%	i	-7%	10%	0%	9%	0.1%	i
> CC(=O)Nc1sc(NC(=O)c2ccccc2)nc1-c1cccs1
    -1.4%	-14%	2%	11%	i	-14%	-15%	2%	-6%	-0.1%	-28%
> COc1cc(-c2nc(-c3ccncc3)no2)cc(OC)c1OC
    -1.9%	3%	-1%	-1%	nt	4%	4%	-2%	-8%	0.0%	2%
> O=C(NCCCN1CCOCC1)c1ccc(CS(=O)(=O)Cc2ccccc2Cl)o1
    -1.3%	1%	-2%	-2%	i	5%	-1%	1%	-2%	-2.7%	2%
> COc1ccccc1C(=O)N1CCN=C1c1ccccc1
    0.2%	5%	-3%	-1%	i	2%	-5%	0%	-21%	-3.2%	3%
> CC12CCCCN1CCCc1c2[nH]c2ccccc12 (stereo not drawn)
    -5.4%	?	2%	-8%	i	-6%	4%	-9%	-1%	0.6%	2%
> COc1ccc(CCN(Cc2cccs2)S(=O)(=O)c2ccc(-n3cnnn3)cc2)cc1OC
    -0.3%	?	1%	-1%	i	-1%	14%	-1%	18%	-0.1%	6%
> C=CCc1c(C)[nH]c2ccc(C)cc2c1=O
    -1.5%	8%	-9%	-1%	i	5%	1%	-1%	-19%	1.8%	-22%
> Cc1cc(NC(=O)c2cc(-c3ccc4c(c3)OCO4)on2)n(-c2ccccc2)n1
    -2.8%	3%	1%	1%	i	-1%	21%	-3%	50%	-0.7%	19%
> CC(=O)c1ccccc1OCCCN1CCCCC1
    -0.4%	21%	1%	3%	i	12%	-5%	6%	-8%	-1.7%	-1%
> Cc1ccc(NC(=O)OCC(F)(F)C(F)F)cc1NC(=O)OCC(F)(F)C(F)F
    -2.4%	-14%[11.4 µM]	-8%[11.4 µM]	0%	nt	-11%[11.4 µM]	1%[7.66 µM]	-1%	-19%[11.4 µM]	-1.0%	-4%[11.4 µM]
> COc1ccccc1CN1CCC2(CC1)CCN(C(=O)c1ccco1)CC2
    -1.9%	16%	-4%	-2%	i	0%	1%	-4%	5%	-1.3%	0%

Rewritten with bars between the fields: entries from further up.
compound | BRCT PPI green | HEK293 cAMP ctrl | DNA Pol III inh | Casp7 inh | Rhodamine fluor | 15-hLO inh | USP2a inh | Casp1 inh | Tau filament bind | BRCT PPI red | HADH2 inh
CC(=O)c1ccccc1OCCCN1CCCCC1 | -0.4% | 21% | 1% | 3% | i | 12% | -5% | 6% | -8% | -1.7% | -1%
Cc1ccc(NC(=O)OCC(F)(F)C(F)F)cc1NC(=O)OCC(F)(F)C(F)F | -2.4% | -14%[11.4 µM] | -8%[11.4 µM] | 0% | nt | -11%[11.4 µM] | 1%[7.66 µM] | -1% | -19%[11.4 µM] | -1.0% | -4%[11.4 µM]

Source: PubChem BioAssay (National Center for Advancing Translational Sciences (NCATS))

An excerpt; rates above refer to the full screens.
